# From PubChem
# TDP1 cell CPT: qHTS for Inhibitors of human tyrosyl-DNA phosphodiesterase 1 (TDP1): qHTS in cells in presence of CPT; chicken DT40 Tdp1-/-;hTDP1 cells + 20 nM CPT, ATP luminescence, 48 h; Potency, µM (titrated, usually from 46.2 µM), for the others: top-dose activity change, negative = growth inhibition, usual class: inhibitors; 420,000 compounds, 12% hits; AID 686979, 2013; note: nearly all actives have a fitted effect of over 55% in size
#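 Cell growth measured by CellTiter-Glo luminescence after a minimum 48 h, 37 C compound exposure with 20 nM CPT in Tdp1-knockout DT40 cells stably expressing hTDP1, seeded 400/well; qHTS titration format.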
# TDP1 block: qHTS Assay for Inhibitors of Tyrosyl-DNA Phosphodiesterase (TDP1); Tyrosyl-DNA phosphodiesterase 1 (Homo sapiens), Q9NUW8; recombinant TDP1, AlphaScreen DNA substrate cleavage; Potency, µM (titrated, usually from 130 µM), for the others: at the top dose activity change, negative = inhibition, usual class: inhibitors; 350,000 compounds, 0.28% hits; note: nearly all actives have a fitted effect of over 40% in size
# Target sequence (Q9NUW8 whole entry, looked up): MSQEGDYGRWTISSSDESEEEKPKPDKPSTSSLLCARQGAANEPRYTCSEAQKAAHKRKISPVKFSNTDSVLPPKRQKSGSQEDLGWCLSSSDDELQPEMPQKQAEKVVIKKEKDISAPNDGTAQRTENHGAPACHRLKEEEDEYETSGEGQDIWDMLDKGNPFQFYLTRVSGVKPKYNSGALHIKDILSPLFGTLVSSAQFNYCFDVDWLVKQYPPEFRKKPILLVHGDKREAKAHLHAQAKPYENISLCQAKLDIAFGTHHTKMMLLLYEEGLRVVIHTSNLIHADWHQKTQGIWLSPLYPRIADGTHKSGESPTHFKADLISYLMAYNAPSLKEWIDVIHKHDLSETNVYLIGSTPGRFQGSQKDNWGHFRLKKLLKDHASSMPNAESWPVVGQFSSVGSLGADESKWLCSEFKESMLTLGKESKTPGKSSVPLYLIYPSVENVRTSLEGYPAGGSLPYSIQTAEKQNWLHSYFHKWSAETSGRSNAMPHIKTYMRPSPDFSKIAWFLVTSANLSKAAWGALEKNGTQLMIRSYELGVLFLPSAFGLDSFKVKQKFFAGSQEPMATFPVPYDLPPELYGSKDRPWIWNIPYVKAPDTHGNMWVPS
#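 Enzyme-compound mixtures sat 15 min at room temperature, followed by a 5 min reaction with 15 nM final substrate and 10 min with AlphaScreen beads. Recombinant human Tdp1 was used at 1 nM final.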
# DT40 TDP1 no CPT: qHTS for Inhibitors of human tyrosyl-DNA phosphodiesterase 1 (TDP1): qHTS in cells in absence of CPT; DT40 Tdp1-/- hTDP1 cells, no CPT, ATP luminescence, 48 h; Potency, µM (series often up to 46.2 µM), for the others: at the highest dose activity change, negative = growth inhibition, usual class: inhibitors; 420,000 compounds, 15% hits; note: nearly all actives have a fitted effect of over 55% in size
#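 Readout: luminescence from CellTiter-Glo after 30 min in the dark at RT. Cells: DT40 Tdp1-/- with stable hTDP1, 400/well. Exposure: compounds alone, ≥48 hr, 37 °C.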
# An asterisk follows results filed as active; ? = inconclusive; . = no result given; & = joins results of further samples; [ ] = remark or other dose. Calls come from the whole dose curve; as a rule, active = well fitted curve in the direction sought with a large enough effect; inconclusive = small, poorly fitted or top-dose-only effect, or another doubt; inactive = no such curve, though single readings can be large; an effect the other way counts as inactive or inconclusive. % is set by controls: 0 for no effect and ±100 for the full control effect; potency is the fitted concentration of half-maximal effect. This is a random part of the collection. Share with any hit: about 18%.
canonical_smiles,TDP1 cell CPT,TDP1 block,DT40 TDP1 no CPT
O=C(CSc1nc2ccccc2s1)NNC(=O)Nc1ccc(Cl)c(Cl)c1,-12.3%,5.3%,-1.6%
COc1ccc(CNC(=O)C(C)Sc2ccc(C)cc2)cc1 (stereo not drawn),27.1%,8.0%,-22.6%
COc1cccc(CNC(=O)[C@@H]2CCCN2C(=O)[C@H]2CCCCN2C(=O)c2cccs2)c1,-6.7%,.,-7.1%
c1ccc2cc3c(NCCN4CCOCC4)ccnc3cc2c1,?,-1.2%,20.6µM*
COC(=O)c1ccc(CNC(=O)COC(=O)CC23CC4CC(CC(Br)(C4)C2)C3)cc1,-10.7%,3.0%,-10.0%
COc1ccc(CCSc2n[nH]c(C(C)C)n2)cc1,-26.9%,.,-23.0%
CC(C)(C)n1cnc2cc(NC(=O)c3ccc(Cl)cc3)ccc21,?,3.8%,?
Cc1ccc(C(=O)Nc2nnc(Cc3ccccc3)s2)cc1,-2.4%,.,18.4%
CCOC(=O)c1ccc(N2C(=O)CC(N(C)Cc3ccccc3)C2=O)cc1 (stereo not drawn),-4.2%,1.4%,18.2%
CCOC(=O)c1cc(C(=O)OCC)c2cc(Br)ccc2n1,-4.5%,2.2%,-0.3%
O=c1c(CCc2ccccc2)nc2cnc(N3CCOCC3)nc2n1C1CC1,?,.,-11.0%
Cc1ccc(C(=O)N/N=C\c2c(C)nn(-c3ccccc3)c2Cl)cn1,?,2.6%,?
O=C(CN1C(=O)c2ccccc2C1=O)Nc1cccc(S(=O)(=O)Nc2ccccc2Cl)c1,-13.7%,4.5%,-1.7%
COc1cccc(-c2cc(C(F)(F)F)nc(N3CCOCC3)n2)c1,-21.4%,-9.3%,-28.8%
O=C(NC(Cc1ccccc1)C(=O)O)/C(=C/c1ccc([N+](=O)[O-])cc1)NC(=O)c1ccccc1 (stereo not drawn),4.3%,10.4%,-16.1%
Cc1ccc(OCCNC(=O)[C@H]2O[C@@H](n3ccc(=O)[nH]c3=O)[C@H](O)[C@@H]2O)cc1C,6.1%,.,15.4%
COC(=O)C1CCN(C(=O)COC(=O)Cn2cnnn2)CC1,-11.3%,2.1%,-3.6%
Cc1cc2ccccc2c(=O)n1CC(=O)NCC(=O)N1CCN(c2cccc(Cl)c2)CC1,-17.3%,9.4%,-29.0%
c1ccc(CSc2ncnc3c2cnn3-c2ccccc2)cc1,1.8%,-5.5%,0.5%
CSC1=NCCN1S(=O)(=O)c1ccc(F)cc1,-6.9%,7.9%,-2.1%
CCN(Cc1ccccc1)C(=O)CN1C(=O)c2ccccc2C1=O,-0.5%,.,5.8%
COc1cccc(-n2c(-c3ccco3)nc3nc4ccccc4nc32)c1,-4.6%,5.1%,-19.0%
COC(=O)c1nnn(-c2ccc(Cl)c(Cl)c2)c1C(=O)OC,-3.8%,3.8%,-4.1%
CCc1ccc(NC2=NC(C(=O)NC3CCCCC3)CC(=O)N2)cc1 (stereo not drawn),-30.0%,7.0%,-9.8%
CC1Sc2ccc(Cl)cc2-c2nc(N)ncc21 (stereo not drawn),-6.5%,2.6%,-7.7%
CC(C)Nc1ncnc2c1cnn2Cc1ccc(Cl)cc1,-27.6%,.,?
CCOc1cccc2cc(-c3cn4c(n3)sc3cc(C)ccc34)c(=O)oc12,-17.8%,3.4%,0.2%
CNC(=O)c1ccsc1NC(=O)CCS(=O)(=O)c1ccc(Cl)cc1,?,-4.7%,?
Cc1ccc(Nc2ccc(N3CCN(C(=O)c4ccc([N+](=O)[O-])cc4Cl)CC3)nn2)cc1,20.6µM*,7.8%,18.4µM*
CC(C)(C)OC(=O)NCCc1nnc(S(=O)(=O)Cc2ccc(Cl)cc2Cl)o1,1.64µM*,2.1%,2.59µM*
Cc1cc(C)nc(Nc2ccc(F)cc2)n1,7.5%,.,0.7%
COc1cc2c(c(OC)c1)C(c1ccncc1)CC(=O)N2 (stereo not drawn),20.2%,-2.1%,5.2%
N#C/C(=C/c1ccc(-c2ccccc2)o1)c1nc(-c2cccs2)cs1,-29.3%,5.3%,?
O=C(CC[C@H]1O[C@@H](n2cnc3c(NC(=O)c4ccccc4)ncnc32)[C@H](O)[C@@H]1O)NCc1cccc2ccccc12,-12.0%,.,-5.0%
CC(=O)c1c(N2CCCC2)nc(=S)n(-c2ccccc2)c1C,11.6µM*,7.0%,8.2µM*
COCCn1c(COc2ccccc2)nnc1SCC(N)=O,-14.2%,7.3%,-10.1%
CCOC(=O)c1ccc[n+](CC(=O)Nc2cc(C(F)(F)F)ccc2Cl)c1,-5.8%,5.1%,-11.0%
Cc1cccc(OCc2nc3ccccc3n2C)c1,?,.,?
CC1CC1C(=O)Nc1ccc(-c2ccccc2)cc1 (stereo not drawn),?,4.5%,?
COc1cccc(C(=O)Nc2c(F)c(F)c(F)c(F)c2F)c1,0.9%,-2.1%,-14.2%

# Part of the list above in order of number of heavy atoms, descending.
canonical_smiles,TDP1 cell CPT,TDP1 block,DT40 TDP1 no CPT
CCOC(=O)c1ccc[n+](CC(=O)Nc2cc(C(F)(F)F)ccc2Cl)c1,-5.8%,5.1%,-11.0%
CC(=O)c1c(N2CCCC2)nc(=S)n(-c2ccccc2)c1C,11.6µM*,7.0%,8.2µM*
CC1CC1C(=O)Nc1ccc(-c2ccccc2)cc1 (stereo not drawn),?,4.5%,?

# Continued:
canonical_smiles,TDP1 cell CPT,TDP1 block,DT40 TDP1 no CPT
Cc1c(C=O)c2ccccc2n1CC(=O)NCc1ccc2c(c1)OCO2,-13.1%,5.6%,-2.9%
N#Cc1c(-c2ccccc2)nc(-c2ccncc2)[nH]c1=O,14.7%,4.8%,8.9%
Cc1cccc(OC(C)C(=O)N2CCN(Cc3ccc4c(c3)OCO4)CC2)c1 (stereo not drawn),?,5.7%,?
CCOc1ccccc1NC(=O)CN(c1ccc(OC)cc1OC)S(=O)(=O)c1ccccc1[N+](=O)[O-],-21.6%,1.2%,?
Cc1cc(C)n(C(=O)COc2ccc([N+](=O)[O-])cc2)n1,-1.9%,0.0%,-3.2%
Cc1noc(C)c1CSCC(=O)N(C)CC(=O)Nc1ccc(F)c(F)c1F,-12.3%,0.1%[0.505 µM],-18.5%
CC(C)C[C@H]1COc2cccc(N3CCN(Cc4ccccc4F)CC3)c2S(=O)(=O)N1,?,.,18.4µM*
COc1cccc(CNC(=O)Cn2nc(C)n3c(cc4cc(C)ccc43)c2=O)c1OC,-11.7%,1.0%,-5.9%
COc1cc(C2NC(=O)NC(C)=C2C(=O)OCc2ccccc2)ccc1O (stereo not drawn),-1.0%,8.8%,?
CCOC(=O)/C(=C/c1ccccc1)NC(=O)c1ccco1,-4.7%,-0.6%,2.4%
O=C(O)CSc1cccc2cccnc12,?,8.6%&0.5%,4.6%&16.5%
Cn1c(=O)c2cc(NC(=O)Nc3cccnc3)ccc2n1Cc1cccc(C(F)(F)F)c1,?,.,?
CCOc1cc(C(=O)Nc2c3c(nn2C(C)(C)C)CS(=O)C3)cc(OCC)c1OCC (stereo not drawn),-2.9%,-0.7%[56.1 µM],8.8%
Cc1ccc(-n2c3nc(=O)[nH]c(=O)c-3cc3cc([N+](=O)[O-])ccc32)cc1,5.8µM*,7.9%,5.17µM*
O=C(CSCc1ccc([N+](=O)[O-])cc1)NC1CC2CCC1C2 (stereo not drawn),-23.1%,0.0%,-19.8%
CN(C)/C=N/c1ncc(C(=O)c2ccc(-c3ccccc3)cc2)s1,-10.6%,-1.3%,?
Cc1nnc(-c2ccc(N3CCCCCC3)c([N+](=O)[O-])c2)o1,-23.1%,7.1%,?
CSC1=C(C#N)C(CC(C)C)C(C(C)=O)=C(C)N1 (stereo not drawn),-26.6%,5.3%,?
Cn1c(N)c(C(=O)CSc2nc3ccccc3n2-c2ccccc2)c(=O)n(C)c1=O,-12.4%,4.2%,4.8%
Cc1cccc(N2CCN(C(=O)COc3ccc4c(c3)CCC4)CC2)c1C,-1.5%,2.7%,-6.1%
CC(C)(C)NC(=O)NC(=O)COC(=O)c1nc(-c2ccccc2)n(-c2cccc(C(F)(F)F)c2)n1,-0.2%,4.5%,20.2%
COc1cccc(OCc2nnc(SCc3cc(=O)[nH]c4ccccc34)o2)c1,-13.5%,4.8%,?
Cc1onc(NC(=O)NC(=O)c2c(Cl)cccc2Cl)c1Br,-1.3%,1.1%,-0.3%
CC1(c2ccc(Cl)cc2)NC(=O)N(CC(=O)Nc2ccc(N3CCCCC3)cc2)C1=O (stereo not drawn),?,6.7%[0.505 µM],-29.2%
O=C(CC1C(=O)NCCN1C/C=C/c1ccccc1)NCCCC1CCCC1 (stereo not drawn),?,-2.5%,?
C[C@@H]1CN([C@@H](C)CO)C(=O)CCCn2nncc2CO[C@H]1CN(C)S(=O)(=O)c1ccc(Oc2ccccc2)cc1,-18.7%,.,?
CCOc1ccc(N2C(=O)C3ON(c4ccccc4)C(c4ccco4)C3C2=O)cc1 (stereo not drawn),-19.2%,5.7%,-10.1%
CCC1CO/C(=C(\C(=C(Cl)Cl)N2CCOCC2)[N+](=O)[O-])N1 (stereo not drawn),-19.3%,0.0%,8.3%
CCCN(CC(=O)Nc1ccccc1C)C(=O)/C=C/c1ccc(OC)c(OC)c1,-28.7%,.,-17.2%
COc1ccccc1NC(=O)COC(=O)C12CC3CC(CC(Cl)(C3)C1)C2,?,2.6%,?
OC(c1ccccc1)(c1nc(-c2cccc(C(F)(F)F)c2)cs1)C(F)(F)F (stereo not drawn),?,.,?
O=C(NCCCN1CCOCC1)c1cc(-c2ccccc2F)no1,-15.0%,0.3%,?
CC(C)CN(C(=O)COC(=O)c1cccs1)c1c(N)n(Cc2ccccc2)c(=O)[nH]c1=O,5.6%,.,-0.6%
O=C(Cn1c(=O)c2cccn2c2cccnc21)NCCCN1CCN(c2ccc(F)cc2)CC1,-1.1%,3.6%,-3.2%
CC(C)c1nnc(NC(=O)CCC(=O)NCC2CCCO2)s1 (stereo not drawn),-1.4%,2.0%,-6.1%
CC(=O)OCC(=O)C1(O)CCC2C3CCC4=CC(=O)CCC4(C)C3C(O)CC21C (stereo not drawn),?,.,-23.3%
COc1ccc(Cc2c(N)nc(N)nc2N)cc1,-22.9%,3.8%,-25.7%
CC(Oc1ccccc1)C(=O)Nc1cccc([N+](=O)[O-])c1 (stereo not drawn),7.6%,6.2%,-2.9%
CCOC(=O)c1c(C)oc2ccc(NS(=O)(=O)c3ccc(C(=O)O)cc3)cc12,19.6%,-8.2%,-8.3%
O=C(COc1ccccc1F)Nc1ccccc1C(=O)NC1CC1,-26.6%,0.6%,-27.2%
CCOC(=O)c1c(-c2ccc(OC)c(OC)c2)csc1NC(=O)C1CCCO1 (stereo not drawn),?,7.5%,?
CCC(Cc1ccccc1)NC(=O)c1cccc(Nc2nc3ccccc3nc2-n2nc(C)cc2C)c1 (stereo not drawn),-26.8%,0.0%,-22.0%
CC(c1nnc(SCn2nnc3ccccc3c2=O)n1-c1ccc(Cl)cc1)N(C)C (stereo not drawn),-24.1%,-2.1%,-0.5%
COc1ccc([C@@H]2CC=C(C(=O)O)[C@H](c3cccc(Cl)c3)N2S(=O)(=O)c2ccc(C)cc2)cc1OC,-20.2%,2.3%,-10.7%
COC(=O)N[C@H](CC(C)=O)c1cccc(C(F)(F)F)c1,-1.0%,-6.6%,-1.5%
COc1ccc(C)cc1S(=O)(=O)N1CCC2(CC1)OCCN2S(=O)(=O)c1cccs1,?,1.4%,?
CN(c1ccc(C(=O)NCCc2ccccc2)cc1)S(C)(=O)=O,-14.0%,-2.0%,-14.0%
N#CCN1C(=O)NC2(CCCc3sccc32)C1=O (stereo not drawn),1.4%,0.3%,-3.0%
COc1ccc(NC(=O)c2cnn(-c3ccccc3)c2C)cc1OC,-18.6%,5.1%,?
COc1cc(C2SC[C@H]3C(=O)N(c4ccccc4)C(=O)N23)cc(OC)c1OC (stereo partly drawn),-26.0%,-3.8%,?
O=C(NC1CCCCC1)NC1CC2CCC(C1)N2Cc1nnnn1Cc1ccc2c(c1)OCO2 (stereo not drawn),-11.0%,0.0%,?
O=C(Nc1ccon1)c1cccc(Cl)c1,6.0%,0.0%,3.6%
Cc1sc(NC(=O)CSc2nnnn2C2CCCC2)c(C#N)c1C,-28.4%,2.0%,?
CCC(=O)Nc1nnc(SCc2ccccc2F)s1,17.7%,0.0%,-6.8%
